Screening data: PubChem, several laboratories
CF NFkB block – inhibitors of cystic fibrosis induced NF-kB | KKLEB NF-kB-GFP reporter, PAF-induced, GFP fluorescence overnight | inhibition, % at 5 µM | 360,000 tested, 0.86% active | AID 588850;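 active = at least 50% inhibition at 5 µM, scaled per plate between neutral and stimulator controls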;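 note: PAF is a Pseudomonas aeruginosa culture filtrate used as stimulus; plate controls were PAF-stimulated DMSO wells for no effect and unstimulated DMSO wells for full effect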
LRH-1 inv ag – suppresses constitutive activity of human LRH-1; O00482; HEK293T StAR-luciferase reporter, LRH-1 transfected, 24 h; inhibition, % at 3.6 µM; 360,000 tested, 0.13% active; AID 602396;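 active = inhibition above the mean inhibition of all tested compounds plus 3 SD, cut at about 73% in these data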;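 note: 0% = DMSO wells and 100% = reporter-only cells lacking LRH-1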
Target sequence (O00482 whole entry, looked up): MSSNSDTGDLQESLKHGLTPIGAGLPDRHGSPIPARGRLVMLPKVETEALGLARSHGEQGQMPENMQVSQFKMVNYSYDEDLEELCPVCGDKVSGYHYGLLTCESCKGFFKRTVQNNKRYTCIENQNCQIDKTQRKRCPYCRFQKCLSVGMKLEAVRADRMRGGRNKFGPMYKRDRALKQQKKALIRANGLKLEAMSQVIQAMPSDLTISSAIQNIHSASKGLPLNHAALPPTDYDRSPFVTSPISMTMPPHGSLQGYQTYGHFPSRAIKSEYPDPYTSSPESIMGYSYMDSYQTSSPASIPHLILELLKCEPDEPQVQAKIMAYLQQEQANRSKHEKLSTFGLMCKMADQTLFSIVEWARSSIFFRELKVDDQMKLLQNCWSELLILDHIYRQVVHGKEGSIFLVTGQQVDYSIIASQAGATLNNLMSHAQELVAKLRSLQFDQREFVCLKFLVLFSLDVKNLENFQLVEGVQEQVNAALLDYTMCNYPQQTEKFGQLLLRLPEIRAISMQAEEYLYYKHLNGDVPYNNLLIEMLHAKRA
KKLEB tox – reduces viability of KKLEB cystic fibrosis airway cells; KKLEB CF airway cells viability, ATPlite luminescence, overnight; hits give low values; cells stimulated with P. aeruginosa culture filtrate; activity change (cytotoxicity), % at 5 µM; 360,000 tested, 0.36% active;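 active = corrected activity change at or below -50% at 5 µM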
NCOA2 inhibitor – inhibits human steroid receptor coactivator 2; Q15596; HEK293 GAL4-SRC2 luciferase reporter, luminescence; inhibition, % at 9 µM; 370,000 tested, 0.17% active; AID 651957;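 active = inhibition above the mean inhibition of all tested compounds plus 3 SD, set per campaign, cut at about 52% in these data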;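 note: 0% = DMSO treated cells and 100% = cells given Gossypol at 36 µM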
EBV LMP1 NFkB – reduces LMP1-driven NF-kappaB luciferase signal; 350,000 tested, 0.69% active; inhibition, % at 12.5 µM; LMP1-induced NF-kappaB luciferase reporter cells, luminescence; in the data active = inhibition above about 41%;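 note: 0% = neutral control wells and 100% = reference inhibitor control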
NCOA1 inh – human NCOA1 inhibition; Q15788; inhibition, % at 3.6 µM; 360,000 tested, 0.12% active; HEK293 GAL4-SRC1 luciferase reporter, luminescence;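 active = inhibition above the campaign mean plus 3 SD, with each screening campaign given its own cutoff, cut at about 60% in these data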;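 note: 0% = DMSO treated cells and 100% = gossypol at 36 µM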
TWEAK Fn14 block – inhibitors of TWEAK-Fn14 interaction signaling; TWEAK-stimulated Fn14 reporter cells, luciferase luminescence, 8 h; inhibition, % at 10 µM; 360,000 tested, 2% active; AID 1159606; in the data active = inhibition above about 50%
SRC3 inh – inhibits human SRC3 coactivator | inhibition, % at 3.6 µM | Q9Y6Q9 | HEK293 GAL4-SRC3 luciferase reporter, luminescence | 360,000 tested, 0.17% active;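 active = inhibition above a per-campaign cutoff, the mean of all compounds plus 3 SD, cut at about 60% in these data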;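 note: 0% = DMSO-treated cells and 100% = gossypol-treated cells at 36 µM; higher means less SRC3-driven luciferase light from the GAL4 reporter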
NR2F2 inh – NR2F2 (human) inhibition, primary screen; HEK293T NGFI-A luciferase reporter, luminescence; inhibition, % at 8.6 µM; 370,000 tested, 0.7% active;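 active = inhibition above a per-plate cutoff, mean inhibition of test wells between control levels plus 3 SD, cut at about 38% in these data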;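 note: cells cotransfected with COUP-TFII expression vector driving the NGFI-A reporter; 0% = median of COUP-TF2 test wells and 100% = reporter-only cells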
Target sequence (P24468 whole entry, looked up): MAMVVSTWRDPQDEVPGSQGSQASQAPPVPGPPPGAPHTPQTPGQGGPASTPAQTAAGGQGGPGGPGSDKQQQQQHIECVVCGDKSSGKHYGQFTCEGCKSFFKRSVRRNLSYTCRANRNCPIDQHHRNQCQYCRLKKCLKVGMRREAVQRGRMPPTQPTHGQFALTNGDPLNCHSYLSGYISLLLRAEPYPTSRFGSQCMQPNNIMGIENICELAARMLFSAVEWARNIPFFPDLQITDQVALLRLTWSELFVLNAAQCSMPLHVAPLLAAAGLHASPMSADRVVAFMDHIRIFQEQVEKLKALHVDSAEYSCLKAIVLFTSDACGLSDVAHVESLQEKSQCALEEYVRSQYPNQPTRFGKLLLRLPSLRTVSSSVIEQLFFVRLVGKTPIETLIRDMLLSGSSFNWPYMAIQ
TRAIL sens C8 – caspase-8 TRAIL sensitization; NB7+C8 cells + TRAIL, ATPlite viability luminescence; inhibition (viability loss, TRAIL sensitization), % at 10 µM; 360,000 tested, 1% active;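 active = compounds causing at least 50% loss of cell viability in the single-dose screen, relative to plate controls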
TROY NFkB inh – inhibitors of TROY-dependent NF-kB signaling; 360,000 tested, 0.98% active; inhibition, % at 10 µM; AID 1347056; Q293 LMP1-TROYcd NF-kB luciferase reporter, 4 h;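 active = compounds whose plate-normalised and pattern-corrected inhibition of the luciferase reporter signal at the single screening dose is 50% or more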
Active calls of the source: *; · = not tested or not shown.

SMILES | CF NFkB block | LRH-1 inv ag | KKLEB tox | NCOA2 inhibitor | EBV LMP1 NFkB | NCOA1 inh | TWEAK Fn14 block | SRC3 inh | NR2F2 inh | TRAIL sens C8 | TROY NFkB inh
COc1ccc(C(=O)N2CCN(C3CCN(Cc4ccccc4)CC3)CC2)cc1OC | 21 | -10 | -21 | 2 | -11 | 11 | -4 | 5 | -4 | -5 | 1
CC1(C)CNC(=O)C=C(c2ccccc2)C1 | -7 | 5 | -6 | -10 | 3 | 18 | 0 | 0 | -23 | 3 | -5
CS(=O)(=O)N1CCN(c2ccccc2NC(=O)c2cccnc2Cl)CC1 | 3 | 3 | -3 | 0 | 5 | -4 | -19 | 6 | 4 | 0 | 5
CC(C)CNC(=O)CN1c2cccc3cccc(c23)S1(=O)=O | -1 | -15 | -4 | -8 | 1 | 8 | -8 | -4 | -2 | -9 | -23
Cc1ccc2c(C(=O)CSc3ccccc3)c(C)[nH]c2c1 | 0 | 7 | 5 | -12 | -10 | -36 | -20 | -43 | 6 | -6 | -43
CCc1ccccc1NC(=O)CN1CCN(C(=O)CN2C(=O)NC3(CCCC3)C2=O)CC1 | -6 | 10 | 7 | 15 | 1 | -38 | 1 | 18 | -5 | -2 | 19
COc1ccc(CCNC(=O)c2cc(S(=O)(=O)N3CCOCC3)ccc2F)cc1 | 24 | 0 | -3 | 16 | 1 | -1 | 20 | 19 | -1 | 13 | -7
CC(C)NS(=O)(=O)c1ccc(OCC(=O)N2CCCC2)cc1 | -12 | 9 | 6 | -14 | 6 | -16 | 17 | 8 | 7 | 3 | -2
O=[N+]([O-])c1ccc(-c2nc3ccc([N+](=O)[O-])cc3[nH]2)cc1 | 14 | -60 | -11 | -32 | -13 | -65 | -49 | -44 | -38 | 16 | 9
CCC(C)(C)NC(=O)c1ccc2c(c1)S(=O)(=O)c1ccccc1C2=O | 7 | -10 | -9 | -17 | -4 | -29 | -14 | 17 | -5 | 9 | -2
Cn1c(=O)[nH]c(=O)c2c1nc(N1CCN(C(c3ccccc3)c3ccccc3)CC1)n2CCO | -2 | 8 | 2 | -9 | -193 | -9 | -13 | -6 | -1 | 20 | 21
CC1CCCCC1NC(=O)Cn1nnc2ccccc2c1=O (stereo unspecified) | -13 | -22 | 5 | -6 | -2 | -6 | 8 | 7 | -9 | -2 | -11
CCc1nc(N)c(C#N)c(-c2cccc3ccccc23)c1C | 12 | 10 | -2 | -8 | -3 | -8 | -1 | -2 | -1 | -13 | -1
Cc1ccc(C)c(NC(=O)NC2CCCCCCC2)c1 | 34 | -7 | -19 | -19 | 2 | 5 | -14 | 13 | 4 | -11 | -36
COc1ccccc1NC(=O)c1cccc(S(=O)(=O)N2CCN(Cc3ccccc3)CC2)c1 | 4 | 15 | -13 | -7 | -3 | 3 | -1 | 11 | -5 | -9 | 7
COc1ccc(CCNC(=O)CCSc2nc(-c3ccco3)cc(C(F)(F)F)n2)cc1 | 27 | -7 | -5 | -14 | -9 | -9 | -14 | -4 | -9 | 2 | -9
COc1ccc(C(=O)COC(=O)C2COc3ccccc3O2)cc1F (stereo unspecified) | -4 | 6 | 11 | -6 | 4 | -1 | 3 | 13 | -19 | 7 | -19
CCOC(=O)N1CCN(C(=O)c2nc3ccccc3s2)CC1 | 8 | -42 | -2 | -37 | -10 | -54 | -3 | -23 | -18 | 2 | -3
Cc1cc(OCC#N)nc(N)n1 | 1 | -3 | 11 | -24 | 6 | 2 | 9 | -5 | -27 | -1 | 7
Cc1nc2ncc(Br)cc2[nH]1 | 0 | 20 | 6 | 5 | -2 | -17 | 8 | 15 | 2 | -11 | -13
Cc1cccc(NS(=O)(=O)c2csc(C(N)=O)c2)c1C | -17 | -8 | 11 | 5 | 7 | 11 | 11 | 1 | 4 | -2 | 1
O=C(CNC(=O)c1ccc(Cl)cc1Cl)OCCOc1ccccc1F | -2 | -28 | 6 | -22 | -1 | -6 | 20 | -9 | -6 | -4 | 21
Cc1cccc(NC(=O)Nc2ccc(C)c(C)c2)n1 | -3 | -47 | 0 | -41 | -52 | -90 | -9 | -61 | -6 | 8 | -42
CCOC(=O)C1CCN(C(=O)c2ccccc2NC(=O)c2ccc(Br)cc2)CC1 | 11 | -2 | 2 | 9 | 3 | -13 | -8 | 3 | 2 | -4 | 3
Cc1cc(C)c(C)c(S(=O)(=O)N2CCNCC2)c1C | 8 | -1 | -4 | -7 | -7 | 4 | -10 | 0 | 12 | 4 | -12
Cc1ccc(N2C(=O)C3C4C=CC(CNC(=S)Nc5ccc(Cl)cc5)(O4)C3C2=O)cc1 (stereo unspecified) | 0 | 11 | -2 | 0 | 3 | 1 | 20 | -8 | 5 | -1 | -5
O=[N+]([O-])c1ccc(S(=O)(=O)N2CCC3(CC2)OCCN3S(=O)(=O)c2cccs2)cc1 | 4 | -19 | -5 | -12 | 0 | -27 | 5 | 13 | 8 | 2 | 33
COc1ccc(-c2noc(N3CCC(C(=O)N4CCN(c5ccccn5)CC4)CC3)n2)cc1 | 11 | 31 | 3 | -8 | 17 | 22 | 41 | 23 | 21 | 40 | 14
CC(C)Sc1nc2ccccc2n1CC(=O)NCc1ccc2c(c1)OCO2 | -7 | 8 | -19 | 12 | 0 | 4 | -4 | 1 | 15 | -3 | 10
Cc1nn(-c2ccccc2)c(Cl)c1C(=O)OCC(=O)N(C)c1c(N)n(Cc2ccccc2)c(=O)[nH]c1=O | -28 | -5 | 5 | -43 | -6 | 14 | -6 | -12 | -7 | -13 | -12
CCCCSc1nnc2n(CCc3ccccc3)c(=O)c3c4c(sc3n12)COC(C)(C)C4 | 14 | 2 | -10 | -21 | -7 | -2 | -6 | -45 | 5 | -8 | ·
O=C(CN(Cc1cccs1)C(=O)CNS(=O)(=O)c1ccc(F)cc1)NCc1ccco1 | -5 | 6 | 7 | -3 | -4 | 12 | -19 | 14 | 6 | -9 | -10
NC(=S)n1[nH]c(-c2ccccc2)c(N=Nc2ccccc2C(=O)N2CCOCC2)c1=O | 4 | 0 | 0 | -9 | -5 | -6 | -12 | 12 | 7 | -3 | -5
CSc1ncccc1C(=O)OCC(=O)N(C)C1CCS(=O)(=O)C1 (stereo unspecified) | -2 | 7 | -4 | -15 | 2 | -1 | 4 | 4 | -18 | 0 | 2
CCOc1ncccc1C(=O)N(CC)CC(=O)NCc1ccc(Cl)cc1 | 8 | 3 | -19 | -5 | -10 | 13 | 16 | -19 | 18 | -3 | -6
COc1ccccc1NC(=O)N[C@@H](Cc1c[nH]c2ccccc12)C(=O)NN | -22 | 6 | 14 | -20 | 7 | -14 | 15 | -6 | 14 | -5 | -14
O=C(c1ccc(Cl)c(Cl)c1)N1CCC(=O)N(C(COCc2ccc(Cl)cc2)Cc2ccccc2)CC1 (stereo unspecified) | 14 | 20 | 8 | -11 | 6 | 0 | 8 | -6 | 15 | 15 | 26
O=C(C1CCN(S(=O)(=O)c2ccccc2)CC1)N1CCc2ccccc21 | 6 | 7 | 0 | -25 | -5 | -4 | 17 | 8 | 18 | -9 | -10
CSc1ncccc1C(=O)NC1CCCCCC1 | 6 | 17 | -4 | 10 | -6 | -2 | 10 | -11 | -30 | 3 | -2
Cc1ccc(S(=O)(=O)CCc2nc3ccccc3n2CCC#N)cc1 | 16 | -5 | 4 | -12 | 10 | -4 | 11 | -11 | 0 | -16 | 11
COc1ccc(NC(=O)c2sccc2C)c([N+](=O)[O-])c1 | 10 | -86 | -6 | -29 | -19 | -58 | -5 | -58 | -22 | 8 | -107
O=C(Nc1ccc(F)cc1)Nc1ccccc1NS(=O)(=O)c1cccs1 | -5 | -7 | 4 | -16 | -7 | -19 | 8 | 14 | 10 | 6 | -4
Cc1cc(C)n2nc(C(=O)NC(c3ccccc3)c3ccccc3)nc2n1 | -4 | 13 | 4 | -10 | -2 | -17 | 21 | 9 | 8 | -5 | -4
CC1CCN(Cc2csc(N)n2)CC1 | 2 | 22 | 6 | -12 | 7 | 10 | 14 | -20 | -13 | 2 | -2
O=c1[nH][nH]c2c1[C@@H](c1ccc(F)cc1)O[C@H](CCOCc1ccccc1)C2 | · | 3 | · | -32 | · | · | -16 | · | -3 | -5 | 2
Cc1ccc(N(C(=O)c2snc(C(N)=O)c2N)C(C(=O)NC2CCCC2)c2ccc(C)o2)cc1 (stereo unspecified) | 11 | -18 | 10 | -2 | -2 | 19 | 11 | -115 | -18 | 8 | -13
O=C(COC(=O)c1ccc(Cl)c([N+](=O)[O-])c1)NC1CCCC1 | 1 | -16 | 12 | -13 | 3 | -8 | 6 | -14 | 6 | 1 | 5
CN(CCOc1ccc(Br)cc1)CC(O)COc1ccc(C#N)cc1 (stereo unspecified) | 0 | -4 | -12 | -14 | 0 | -14 | 7 | 7 | 4 | -8 | 12
CC(C)(C)C1CCc2c(C(=O)NNC(=O)CCC(=O)O)csc2C1 (stereo unspecified) | 11 | -7 | 10 | -1 | -12 | -16 | -5 | 6 | 12 | -12 | 9
CCCCC(=O)Nc1nnc(SCC(=O)NC2CC2)s1 | -11 | 3 | 2 | -4 | -5 | 11 | 6 | -22 | -7 | -8 | -13
(next part)
SMILES | CF NFkB block | LRH-1 inv ag | KKLEB tox | NCOA2 inhibitor | EBV LMP1 NFkB | NCOA1 inh | TWEAK Fn14 block | SRC3 inh | NR2F2 inh | TRAIL sens C8 | TROY NFkB inh
CCN(CC)C(=O)CCc1nc2sc3c(c2c(=O)[nH]1)CCCC3 | 17 | 21 | -1 | 8 | -4 | -1 | -6 | 10 | 6 | -6 | -13
O=C(NCCS(=O)(=O)N1CCN(Cc2ccccc2)CC1)c1ccc(F)cc1 | 4 | -3 | -9 | -22 | -6 | -22 | 10 | -25 | -15 | 5 | 6
COc1ccccc1C(c1nnnn1C(C)(C)C)N1CCCCCC1 (stereo unspecified) | 6 | 5 | -4 | 2 | -12 | 13 | 8 | -44 | 16 | 4 | 18
CCCNC(=O)C1(C)CCN(Cc2ccc(OC)c3ccccc23)C1 (stereo unspecified) | 1 | 4 | 8 | 29 | · | -4 | -31 | -6 | 2 | -2 | 4
Cc1ccc(S(=O)(=O)N(C)c2ccc(OC(=O)CN3C(=O)NC4(CCCC4)C3=O)cc2)cc1C | 26 | 3 | 1 | -5 | -4 | 11 | 7 | 0 | -6 | 12 | 13
Cc1cc(=O)n2c3ccccc3n(CC(O)CN3CCCC3)c2c1C#N (stereo unspecified) | -29 | 13 | 2 | -33 | -1 | -1 | -18 | 6 | 0 | -12 | 15
CCC(Cc1ccccc1)NS(=O)(=O)c1ccc2c(c1)NC(=O)CS2 (stereo unspecified) | 2 | 28 | -9 | 7 | -3 | -12 | -9 | -15 | 12 | 9 | 18
CCCc1nnc(SCC(=O)N2C(C)CCCC2C)n1CC1CCCO1 (stereo unspecified) | 10 | 2 | -21 | -2 | -1 | -5 | 6 | 22 | 1 | 3 | -8
Cc1cc(C)cc(NC(=S)NCc2ccc3c(c2)OCO3)c1 | 4 | -7 | -4 | -22 | 6 | -8 | -13 | 7 | 10 | 1 | -5
